High-throughput results as filed in PubChem.
GAA glycogen mod: alters human alpha-glucosidase cleavage of glycogen; P10253; recombinant GAA, glycogen substrate, Amplex Red glucose oxidase fluorescence; Potency, µM (highest dose often 76.4 µM), inactives show at the top dose activity change, negative = inhibition, most hits filed as inhibitors; hit rate 0.38% among 300,000; AID 2100; active = well fitted inhibition curve with a large enough effect; inconclusive = small, poorly fitted or top-dose-only effect, or another doubt; inactive = no such curve, though single readings can be large or run the other way;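 also: 0% = full enzyme reaction and -100% = no-enzyme basal signal; the screen sought inhibitors and activators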
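qHTS, 1536-well; enzyme 4 nM final; cpd up to 77 uM; substrate bovine liver glycogen 30 ug; 50 mM citrate/phosphate pH 5.0, 0.01% Tween-20; 37 C, 40 min; Amplex Red detection 45 min RT; Hill fit → AC50.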
* hit, by the source's call; [ ] = remark or other dose. Potency is read from the fitted curve at half-maximal effect. A portion of the library; count on the stated rates, not on these rows.

The opening 6 compounds (preview)
CN(N=Nc1cccc([N+](=O)[O-])c1)c1ccccc1 was read as GAA glycogen mod 4%.
For COc1cc(C(C(=O)NC2CCCC2)N(CCO)C(=O)Cn2nnc(-c3ccc(C)o3)n2)ccc1O (centres undefined) the results were GAA glycogen mod -20%.
`COc1ccc(C2=CSC3=NCCN23)cc1` gave GAA glycogen mod -1%.
For O=C(Nc1ccc(F)cc1)c1cccc(C(=O)Nc2ccc(F)cc2)c1 the results were GAA glycogen mod -5%.
For O=C(c1ccc(OC2CCN(CCc3ccccc3)CC2)cc1)N1CCCCC1CCCO (centres undefined) the results were GAA glycogen mod -11%[76.3 µM].
CCCCn1c(SCC(=O)NC2CCS(=O)(=O)C2)nc2ccccc2c1=O (centres undefined) was read as GAA glycogen mod -4%[76.3 µM].

This part in full, previewed entries included:
CN(N=Nc1cccc([N+](=O)[O-])c1)c1ccccc1 was read as GAA glycogen mod 4%.
For COc1cc(C(C(=O)NC2CCCC2)N(CCO)C(=O)Cn2nnc(-c3ccc(C)o3)n2)ccc1O (centres undefined) the results were GAA glycogen mod -20%.
`COc1ccc(C2=CSC3=NCCN23)cc1` gave GAA glycogen mod -1%.
For O=C(Nc1ccc(F)cc1)c1cccc(C(=O)Nc2ccc(F)cc2)c1 the results were GAA glycogen mod -5%.
For O=C(c1ccc(OC2CCN(CCc3ccccc3)CC2)cc1)N1CCCCC1CCCO (centres undefined) the results were GAA glycogen mod -11%[76.3 µM].
CCCCn1c(SCC(=O)NC2CCS(=O)(=O)C2)nc2ccccc2c1=O (centres undefined) was read as GAA glycogen mod -4%[76.3 µM].
For Cn1c(CNC(=O)CNS(=O)(=O)c2ccc(Br)cc2)cc(=O)n(C)c1=O the results were GAA glycogen mod -8%[76.3 µM].
`Cc1nnc(NC(=O)c2ccc(S(=O)(=O)N3CC(C)OC(C)C3)cc2)o1` (centres undefined) gave GAA glycogen mod 3%[76.3 µM].
CN(C)C(=O)CN1C(=O)NC2(CCCc3ccccc32)C1=O (centres undefined) was read as GAA glycogen mod -1%[76.3 µM].
COc1cccc(CNS(=O)(=O)c2c(C)[nH]c(C)c2C(=O)N2CCCC2)c1 was read as GAA glycogen mod -10%[76.3 µM].
For Cc1cc(NC(=O)CCC(=O)N(c2ccccc2)C(C)C(=O)NC2CCCC2)no1 (centres undefined) the results were GAA glycogen mod 0%.
`Cc1cccc(C)c1NC(=O)CNC(=O)c1cccnc1` gave GAA glycogen mod -1%[76.3 µM].
Screening C/C(=N/NC(=O)CNC(=O)COc1ccccc1)c1ccc(Cl)cc1 returned GAA glycogen mod -3%[76.3 µM].
For C[C@H](NC(=O)c1cc2c([nH]c3ccccc32)c(-c2ccccc2)n1)C(=O)O the results were GAA glycogen mod -3%.
For CCCC(C(=O)NC1CCCC1)N(Cc1ccccc1)C(=O)c1snc(C(N)=O)c1N (centres undefined) the results were GAA glycogen mod 10%.

The closing 3 compounds of the section before open the next one.
Screening C/C(=N/NC(=O)CNC(=O)COc1ccccc1)c1ccc(Cl)cc1 returned GAA glycogen mod -3%[76.3 µM].
For C[C@H](NC(=O)c1cc2c([nH]c3ccccc32)c(-c2ccccc2)n1)C(=O)O the results were GAA glycogen mod -3%.
For CCCC(C(=O)NC1CCCC1)N(Cc1ccccc1)C(=O)c1snc(C(N)=O)c1N (centres undefined) the results were GAA glycogen mod 10%.
Screening COc1ccc(CNC(=O)c2sccc2C)cc1 returned GAA glycogen mod 3%.
For COc1cccc(CC(NC(C)=O)C(=O)NC2CCN(S(=O)(=O)c3ccc(NC(C)=O)cc3)CC2)c1OC (centres undefined) the results were GAA glycogen mod -5%[76.3 µM].
COCCCNC(=O)c1ccc(S(=O)(=O)c2ccc(Cl)cc2)c(NC(C)=O)c1 was read as GAA glycogen mod 2%.
Screening CCCN(C(=O)COC(=O)CCOc1ccccc1C)c1c(N)n(Cc2ccccc2)c(=O)[nH]c1=O returned GAA glycogen mod 0%[76.3 µM].
For O=C(NCc1ccco1)/C(=C/c1ccc(Cl)cc1)NC(=O)c1ccco1 the results were GAA glycogen mod -1%.
Screening COc1cccc(-c2ccc(NC(=O)C3CCCN(CCCn4nc(C)cc4C)C3)cc2)c1 (centres undefined) returned GAA glycogen mod 2%[76.3 µM].
O=C(NNC(=S)Nc1ccc(Br)cc1)c1ccccc1Br was read as GAA glycogen mod inconclusive.
`COc1ccc(CS(=O)(=O)CC(C)(O)c2ccccc2Cl)cc1` (centres undefined) gave GAA glycogen mod 7%.
For CN(CCOc1ccccc1)C(=O)C1CCC(=O)N(CCc2ccc(Cl)cc2)C1 (centres undefined) the results were GAA glycogen mod -4%[76.3 µM].
Cc1ccnc(NS(=O)(=O)c2ccc(NC(=O)CCc3ccccc3)cc2)n1 was read as GAA glycogen mod -10%.
For CCc1cccc(NC(=S)Nc2cccc3ccccc23)c1 the results were GAA glycogen mod inconclusive.
Screening OC(CN1CCCC1)Cn1ccc2ccccc21 (centres undefined) returned GAA glycogen mod -3%.
For O=C(CCN1C(=O)/C(=C/c2ccccc2)SC1=S)Nc1cccnc1 the results were GAA glycogen mod 0%.
Screening Cc1ccc(-n2ncc3c2CCCC3NC(=O)CCc2c(C)noc2C)cc1C (centres undefined) returned GAA glycogen mod 8%[76.3 µM].
`Cc1ccccc1Cc1c(C)nc2nc(SCC(=O)NCCCN3CCCCC3)nn2c1C` gave GAA glycogen mod -1%[76.3 µM].
CC(=O)N1CCOc2ccc(S(=O)(=O)Nc3ccc(Cl)cn3)cc21 was read as GAA glycogen mod -3%[76.3 µM].
Screening COc1ccc(S(=O)(=O)N2CCC(C(=O)NCc3cccnc3)CC2)cc1Cl returned GAA glycogen mod 0%.
NC(=O)c1c(NC(=O)C(=O)N2CCOCC2)sc2c1CCC2 was read as GAA glycogen mod 1%[76.3 µM].
For O=C(Nc1ccc(Cl)cc1)c1ccc2ncsc2c1 the results were GAA glycogen mod 1%.
COc1ccccc1CNS(=O)(=O)c1ccc(S(=O)(=O)NC2CC2)cc1 was read as GAA glycogen mod -5%.
For N#Cc1cccc(C(=O)N(CCc2ccccc2)Cc2cccs2)c1 the results were GAA glycogen mod -1%.
COc1ccc(NS(=O)(=O)c2cccc(C(=O)N3CCN(Cc4cc(OC)ccc4OC)CC3)c2)cc1 was read as GAA glycogen mod 0%[76.3 µM].
For COC(=O)/C(=C(O)\C=C\c1ccccc1[N+](=O)[O-])c1nc2ccccc2[nH]1 the results were GAA glycogen mod 1%.
`O=S(=O)(Nc1nc2ccc(Cl)cc2s1)c1cccs1` gave GAA glycogen mod 0%[76.3 µM].
Screening CC(=O)N1CCN(c2nnc(-c3ccc(C)cc3)c3ccccc23)CC1 returned GAA glycogen mod -7%.
For O=C(C1CCCC1)N1CCCC(Nc2ccc(F)cc2)C1 (centres undefined) the results were GAA glycogen mod 0%[76.3 µM].
`O=C(CCCN1C(=O)C(c2ccccc2)Oc2cccnc21)NCc1ccccc1F` (centres undefined) gave GAA glycogen mod -3%[76.3 µM].
COc1ccc(CNC(=O)C(CC(C)C)NC(=O)c2ccccc2C)cc1 (centres undefined) was read as GAA glycogen mod 1%.
Screening COc1cc(/C=N/NC(=O)c2cccc(C(=O)N/N=C/c3ccc(O)c(OC)c3)n2)ccc1O returned GAA glycogen mod -20%.
Screening COc1ccc(C(=O)NC2CCCc3ccccc32)cc1 (centres undefined) returned GAA glycogen mod 0%[76.3 µM].
For CCC(=O)NCC(c1cccs1)S(=O)(=O)c1ccc(C)cc1 (centres undefined) the results were GAA glycogen mod 4%[76.3 µM].
For C=C(C)C1CC=C(C)/C(=N/NC(=O)CCC(=O)Nc2ccccc2Cl)C1 (centres undefined) the results were GAA glycogen mod 6%.
`CC(Sc1ccc(Cl)cc1)C(=O)NNC(=O)c1ccccc1O` (centres undefined) gave GAA glycogen mod 1%[76.3 µM].
Screening CN(CCC1CCOCC1)C(=O)C1CCC(=O)N(CCc2cccc(F)c2)C1 (centres undefined) returned GAA glycogen mod -12%[76.3 µM].
For CCOC(=O)c1[nH]c(CN2CCN(c3ccc(OC)cc3)CC2)c(C(=O)OCC)c1C the results were GAA glycogen mod 4%.
`O=C(NCCc1ccco1)C(=O)NCC1OCCCN1S(=O)(=O)c1ccc(Cl)cc1` (centres undefined) gave GAA glycogen mod 0%[76.3 µM].
For Cc1ccc(-n2nc(C(=O)NN)c(C)c(C#N)c2=O)cc1Cl the results were GAA glycogen mod inconclusive.
Screening O=C(Nc1ccc(F)cc1F)N1CCN(C(=O)c2ccco2)CC1 returned GAA glycogen mod -5%[76.3 µM].
CCCCOc1c(Cl)cc(C(=O)N(C)CC(=O)Nc2ccc(N3CCOCC3)cc2)cc1OCC was read as GAA glycogen mod 5%[76.3 µM].
Screening Cc1c(C(=O)n2cnc3ccccc32)cccc1[N+](=O)[O-] returned GAA glycogen mod 3%.
Screening COc1ccc2oc(C(=O)N(C)CCOc3ccc(Cl)cc3)c(C)c2c1 returned GAA glycogen mod -15%[76.3 µM].
CC(=O)c1cccc(NC(=O)CSc2ccc(-c3ccco3)nn2)c1 was read as GAA glycogen mod 3%[76.3 µM].
O=C(Nn1cnnc1)c1cc(Cl)cc(Cl)c1 was read as GAA glycogen mod -9%.
OC(COCc1ccccc1)CN1CCCCC1 (centres undefined) was read as GAA glycogen mod -3%[76.3 µM].
`COc1ccc(NC(=O)C(=O)NCCN2CCN(C(=O)c3cccc(Br)c3)CC2)cc1` gave GAA glycogen mod 3%[76.3 µM].
For c1ccc(CCNC2=NCCS2)cc1 the results were GAA glycogen mod 8%[76.3 µM].
For COc1cc2c(cc1OC)C1O[C@](CCCCN3C(=O)c4ccccc4C3=O)(C2)OC2=C1C(=O)CC(C)(C)C2 the results were GAA glycogen mod -7%[15.3 µM].
COc1ccc(C(CNC(=O)Cc2ccc(-c3ccccc3)cc2)N(C)C)cc1 (centres undefined) was read as GAA glycogen mod 0%[76.3 µM].
Screening CCOc1cc2c(cc1OC)C(NC(=O)c1ccco1)CC2=O (centres undefined) returned GAA glycogen mod 3%.
Screening COc1ccc(C(=O)OCC(=O)NC(C)CCc2ccccc2)cc1OC (centres undefined) returned GAA glycogen mod 4%.
For CCOC(=O)N1CCc2c(sc(NC(=O)C3=COCCO3)c2C(N)=O)C1 the results were GAA glycogen mod -4%[76.3 µM].
Screening CC(C)(C)C(=O)N1CCN(c2nc3ccc(Br)cc3s2)CC1 returned GAA glycogen mod 3%[76.3 µM].
For Cc1ccc(C2(C)NC(=O)N(CC(=O)NC(C)c3ccccc3)C2=O)cc1 (centres undefined) the results were GAA glycogen mod 0%[76.3 µM].
Screening Cc1ccc(CNC(=O)c2ccc(OCC(C)C)cc2)n1C returned GAA glycogen mod 2%.
Screening Cn1c(=O)c2c(SCC(=O)Nc3ccccc3F)nc(-c3ccccc3F)nc2n(C)c1=O returned GAA glycogen mod -2%[76.3 µM].
COc1ccc(-n2c(=S)[nH]c3cc(C(=O)Nc4ccc(F)cc4)ccc3c2=O)c(OC)c1 was read as GAA glycogen mod -15%[76.3 µM].
For COC(=O)Cc1cnc(NC(=O)CSc2nc(C(C)C)cc(=O)[nH]2)s1 the results were GAA glycogen mod 1%.
For COc1ccc(CNC(=O)C2CCN(C(=O)c3csc(Nc4ccc(C)cc4)n3)CC2)cc1 the results were GAA glycogen mod 0%.
`CCOC(=O)CSc1nc2ccccc2c(=O)n1-c1ccc(C)cn1` gave GAA glycogen mod -4%.
For COc1cc(/C=N/Nc2nncc3ccccc23)cc(OC)c1OC the results were GAA glycogen mod -23%.
Screening COc1ccc(Cc2nc3ccc(C(=O)N(C)CC4COCCO4)cc3o2)cc1 (centres undefined) returned GAA glycogen mod 0%[76.3 µM].
Screening COc1ccc(/C=C2\SC(=O)N(CC(=O)Nc3ccc(O)cc3)C2=O)cc1OC returned GAA glycogen mod -11%.
`COc1ccc(N(CC(=O)Nc2ccc(F)c(F)c2)S(=O)(=O)c2c(C)n[nH]c2C)cc1` gave GAA glycogen mod -16%[76.3 µM].
CC(Cn1cncn1)NC(=O)c1cc(COc2cccc(C(F)(F)F)c2)on1 (centres undefined) was read as GAA glycogen mod -2%[76.3 µM].
O=S(=O)(Nc1ncccn1)c1ccc(NC(=S)N2CCN(Cc3ccc(F)cc3Cl)CC2)cc1 was read as GAA glycogen mod -3%[76.3 µM].
`CCn1c(=O)n(CC)c2cc(N3CCCC3)c(NC(=O)c3cc(Cl)ccc3OC)cc21` gave GAA glycogen mod -2%[76.3 µM].
Screening Cc1ccc(C(=O)Nc2nccs2)s1 returned GAA glycogen mod 5%.
`CCC(=O)N(Cc1cc(=O)[nH]c2ccccc12)c1ccccc1OC` gave GAA glycogen mod 6%.
Screening COc1ccc(OC)c(C(=O)Cn2cnc3ccccc3c2=O)c1 returned GAA glycogen mod 2%.
`O=C(C1=C(O)C(=O)N(CCN2CCOCC2)C1c1ccc(Cl)cc1)c1cc2ccccc2o1` (centres undefined) gave GAA glycogen mod 4%[76.3 µM].
Screening CSc1cccc(-n2ccc(=O)c(C)c2C)c1 returned GAA glycogen mod 2%.
`O=c1[nH]c2ccccc2cc1CN(CC1CCCO1)S(=O)(=O)c1ccc(Cl)cc1` (centres undefined) gave GAA glycogen mod -3%.
For CCC(Oc1ccccc1)C(=O)Nc1ccccc1N1CCCC1 (centres undefined) the results were GAA glycogen mod -4%[76.3 µM].
`Cc1cc(C)cc(NC(=O)Nc2cccnc2)c1` gave GAA glycogen mod 4%.
For COc1cc(C(C(=O)NCc2ccccc2)N(C(=O)c2snc(C(N)=O)c2N)C2CCCC2)cc(OC)c1OC (centres undefined) the results were GAA glycogen mod -2%.
Screening CC1=C([N+](=O)[O-])C(c2ccc(O)c(O)c2)NC(=O)N1 (centres undefined) returned GAA glycogen mod inconclusive.
For CC(=O)c1cccc(NC(=O)Nc2ccccc2)c1 the results were GAA glycogen mod -17%.
`Cc1ccc2c(C)c(C(=O)Nc3ccc(S(=O)(=O)Nc4onc(C)c4C)cc3)oc2c1` gave GAA glycogen mod -5%[76.3 µM].
`COc1cccc(CSCC(=O)NCCc2ccccc2)c1OC` gave GAA glycogen mod 1%.
